# mIAP activ: mouse IAP activation; muIAP, CDP-Star luminescence, 30 min; hits give high values; 1 = vehicle-only enzyme signal, 0 = enzyme-free wells; activation factor at 10 µM; 330,000 compounds, 0.24% hits; AID 2805;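 active means activation factor of at least 2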; further: the source names both 10 and 20 µM as test concentration; values of inactives mirror those of a sister screen read the other way
#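 also added = chemiluminescent substrate CDP-Star | test system = mouse IAP enzyme | signal = chemiluminescence readout | compound = DMSO-dissolved test compounds | incubation = 30 min at room temperature | benchmarks = DMSO wells, no-enzyme wells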
# hIAP inh: blocks human intestinal alkaline phosphatase. AID 2544. 330,000 compounds, 0.12% hits. purified IAP, CDP-Star luminescence, 30 min. inhibition, % at 10 µM;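 active means inhibition reaching a set limit with compound at 10 µM in the primary screen, cut at about 35% in these data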;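 further: plate controls were DMSO wells with enzyme for no effect and no-enzyme buffer wells for full effect; values of inactives mirror those of a sister screen read the other way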
# hIAP act: increases human intestinal alkaline phosphatase activity; P09923; purified human IAP, CDP-Star luminescence, 30 min; hits give high values; 1 = vehicle-only enzyme, 0 = enzyme-free background; activation factor at 10 µM; 330,000 compounds, 0.16% hits; AID 2524;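 active means activation factor of the enzyme at least 2-fold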; further: the source names both 10 and 20 µM as test concentration; values of inactives mirror those of a sister screen read the other way
# SENP1 inh: blocks the human SENP1 SUMO protease catalytic domain; inhibition, % at 10 µM; 360,000 compounds, 0.21% hits; recombinant SENP1 catalytic domain, CyPet-SUMO1-YPet FRET cleavage; Q9P0U3;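 active means inhibition at least 30% at 10 µM, raw YFP signal under a set limit, fluorescence ratio 0.5 to 1.5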;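 further: 0% = enzyme with DMSO and 100% = no enzyme wells; some results filed as inactive read as strong as hits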
# Target sequence (Q9P0U3 419-644 limits assumed): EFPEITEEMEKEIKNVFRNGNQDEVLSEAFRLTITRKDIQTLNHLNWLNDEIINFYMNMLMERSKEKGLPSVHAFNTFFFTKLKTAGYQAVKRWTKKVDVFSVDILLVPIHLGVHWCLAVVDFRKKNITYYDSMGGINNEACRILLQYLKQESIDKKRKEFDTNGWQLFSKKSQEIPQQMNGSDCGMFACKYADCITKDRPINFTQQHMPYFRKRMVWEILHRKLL
#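 Test system: recombinant human SENP1 catalytic domain, His6-tagged / Medium: pH 8 Tris buffer with EDTA, NaCl, BME, BSA, NP40, catalase / Also added: SUMO1 FRET substrate flanked by Cypet and Ypet, 25 nM / Times: 50 min reaction at room temperature / Signal: FRET, CFP and YFP emission / Control set: no-enzyme low control and enzyme-plus-DMSO high control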
# NLRP3 yeast inh: inhibitors of NALP3 inflammasome in yeast; Yeast reconstituted NLRP3/ASC/caspase-1, beta-gal luminescence, 24 h; inhibition, % at 10 µM; 330,000 compounds, 0.39% hits; AID 2825;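 active means inhibition of 50% or more; inactive means inhibition below 50%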;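 further: plate controls were induced DMSO wells for no effect and uninduced yeast grown without galactose for full effect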
# APOBEC3G inh: blocks human APOBEC3G single-stranded DNA deamination; Q9HC16; recombinant A3G, ssDNA deamination FAM/TAMRA fluorescence; inhibition, % at 20 µM; 330,000 compounds, 0.28% hits; AID 493012;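 active means inhibition of at least 40% at 20 µM, with no more than 30% in the related APOBEC3A deaminase screen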;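 further: plate controls were DMSO wells with A3G for no effect and wells lacking A3G enzyme for full effect; some compounds called inactive have numbers as strong as hits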
# Target sequence (Q9HC16 whole entry, looked up): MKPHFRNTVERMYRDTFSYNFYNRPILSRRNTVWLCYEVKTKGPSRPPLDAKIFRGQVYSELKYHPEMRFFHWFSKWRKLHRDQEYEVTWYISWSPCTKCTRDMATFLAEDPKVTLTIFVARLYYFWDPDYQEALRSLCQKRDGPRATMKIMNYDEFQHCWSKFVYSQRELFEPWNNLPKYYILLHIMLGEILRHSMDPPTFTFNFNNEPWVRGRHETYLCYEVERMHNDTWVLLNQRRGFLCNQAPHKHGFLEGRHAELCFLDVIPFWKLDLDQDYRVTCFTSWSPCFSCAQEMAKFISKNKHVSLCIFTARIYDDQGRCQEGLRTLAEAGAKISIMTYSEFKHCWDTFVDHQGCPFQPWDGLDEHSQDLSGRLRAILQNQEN
# mIAP block: mouse IAP inhibition | purified mouse IAP, CDP-Star luminescence, 30 min | inhibition, % at 10 µM | 330,000 compounds, 0.2% hits;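 active means inhibition of at least 40% at 10 µM in the primary screen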;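 further: plate controls were DMSO with enzyme for no effect and no enzyme wells for full effect; values of inactives mirror those of a sister screen read the other way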
# MIN6 prolif: inducers of beta-cell replication in MIN6 cells; MIN6 cells proliferation, ATPlite luminescence, 48 h; cells starved in 0.2% serum; 100% = growth in 10% serum; proliferation, % at 10 µM; 330,000 compounds, 0.29% hits;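 active means compounds whose signal lies at least 3.5 SD above the mean of all wells on their plate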;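 further: 0% = DMSO-treated cells in low-serum medium and 100% = 10% serum control; some compounds called inactive have numbers as strong as hits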
# A3A deaminase: inhibitors of human APOBEC3A DNA deaminase. recombinant A3A, FAM/TAMRA ssDNA deamination fluorescence. inhibition, % at 20 µM. 330,000 compounds, 0.41% hits. P31941;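 active means at least 40% inhibition at 20 µM here, with at most 30% in a related deaminase screen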;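 further: plate controls were A3A with DMSO for no effect and wells lacking A3A enzyme for full effect; some results filed as inactive read as strong as hits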
# Target sequence (P31941 whole entry, looked up): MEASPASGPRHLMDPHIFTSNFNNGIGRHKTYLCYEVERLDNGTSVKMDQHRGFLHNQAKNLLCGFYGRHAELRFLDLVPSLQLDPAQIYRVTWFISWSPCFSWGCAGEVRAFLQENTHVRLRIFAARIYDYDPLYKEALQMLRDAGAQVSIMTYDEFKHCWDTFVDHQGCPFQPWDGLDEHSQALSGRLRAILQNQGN
# Active calls of the source: *; x = no result given. This is a subset (hit frequency here may not be typical).
SMILES,mIAP activ,hIAP inh,hIAP act,SENP1 inh,NLRP3 yeast inh,APOBEC3G inh,mIAP block,MIN6 prolif,A3A deaminase
Cc1cccc(-c2nc(S(=O)(=O)c3ccccc3)c(N3CCOCC3)o2)c1,1,-5,1.1,-4,-14,-11,-2,1,-4
CCOc1cc(CNc2ccc3cn[nH]c3c2)ccc1OC,0.99,12,0.88,-78,20,1,1,-1,-6
CCSC1=NC(C)(C)C=C(/C=C/c2ccc(Cl)cc2Cl)N1,1,-17,1.2,-3,42,-6,-4,-4,-1
Cc1cc(C)c(S(=O)(=O)c2ccccc2Cl)c(=O)[nH]1,1.1,2,0.98,1,7,-9,-6,2,-1
Cc1cccc(C(=O)N[C@H](C(=O)Nc2nnc(C3CC3)s2)C(C)C)c1,0.95,-7,1.1,1,11,-4,5,-1,-2
Cc1cc2occ(CC(=O)O)c2cc1C,0.94,2,0.98,4,-9,-5,6,-3,1
CCOC(CNC(=O)c1nnc(Cc2cc(OC)c(OC)c(OC)c2)o1)OCC,1,-6,1.1,1,-1,-1,-1,0,4
O=C(c1ccc(F)cc1)N1CCC(C(=O)N2CCN(S(=O)(=O)c3cccc([N+](=O)[O-])c3)CC2)CC1,1,2,0.97,2,3,-10,-1,2,2
CC(=O)c1c(C)c[nH]c1C,0.96,-16,1.2,2,8,-6,4,1,-5
Cc1nc(NC(CC(C)C)C(=O)O)c2nc(C)oc2n1 (configuration not stated),0.92,-9,1.1,1,-9,-4,8,0,-4
O=C(O)c1ccc(COc2ccccc2Cl)cc1,0.97,-10,1.1,0,-15,-8,3,-3,-3
CC(=O)[C@@H]1[C@@H]2C(=O)N(C3CCCCC3)C(=O)[C@@H]2C2c3ccccc3C=CN21 (some centres not stated),0.99,12,0.88,x,-5,0,1,-2,0
CN(C)/N=C/c1ccc(OS(=O)(=O)c2ccccc2)cc1,1,0,1,2,13,-18,0,1,-7
COc1ccc(-n2cc(CNCCCn3ccnc3)c(-c3cccc(F)c3)n2)cc1,0.97,-28,1.3,-1,3,-9,2,-6,-6
Cc1cccc(NC(=O)Nc2ccc(Cl)c(Cl)c2)n1,1.2,-5,1.1,1,12,6,-18,-3,4
CCN1CCN(CC(=O)c2cc(OC)c(OC)c(OC)c2)CC1,0.91,-13,1.1,0,11,-7,9,-1,-2
CN1CCN(Cc2c(C(=O)N/N=C/c3cccc(Br)c3)nnn2-c2nonc2N)CC1,0.96,-7,1.1,3,14,-7,4,-7,-6
Cc1cc(/C=C2\SC(N)=NC2=O)c(C)n1-c1ccccc1,0.94,-18,1.2,-22,10,-4,6,-4,11
O=C(N[C@@H](CO)C(=O)NCc1ccccc1)c1ccc(C(F)(F)F)cc1,1,-5,1.1,3,3,17,-3,4,-1
CNc1oc(-c2ccco2)nc1C#N,1.1,-18,1.2,-2,5,-10,-5,-3,-6

# 2 entries picked at random from the list so far:
SMILES,mIAP activ,hIAP inh,hIAP act,SENP1 inh,NLRP3 yeast inh,APOBEC3G inh,mIAP block,MIN6 prolif,A3A deaminase
Cc1cccc(NC(=O)Nc2ccc(Cl)c(Cl)c2)n1,1.2,-5,1.1,1,12,6,-18,-3,4
CCOC(CNC(=O)c1nnc(Cc2cc(OC)c(OC)c(OC)c2)o1)OCC,1,-6,1.1,1,-1,-1,-1,0,4

# A second format for some results above:
# Under each structure – mIAP activ	hIAP inh	hIAP act	SENP1 inh	NLRP3 yeast inh	APOBEC3G inh	mIAP block	MIN6 prolif	A3A deaminase
Cc1cc2occ(CC(=O)O)c2cc1C
  0.94	2	0.98	4	-9	-5	6	-3	1
CCOC(CNC(=O)c1nnc(Cc2cc(OC)c(OC)c(OC)c2)o1)OCC
  1	-6	1.1	1	-1	-1	-1	0	4
O=C(c1ccc(F)cc1)N1CCC(C(=O)N2CCN(S(=O)(=O)c3cccc([N+](=O)[O-])c3)CC2)CC1
  1	2	0.97	2	3	-10	-1	2	2
CC(=O)c1c(C)c[nH]c1C
  0.96	-16	1.2	2	8	-6	4	1	-5
Cc1nc(NC(CC(C)C)C(=O)O)c2nc(C)oc2n1 (configuration not stated)
  0.92	-9	1.1	1	-9	-4	8	0	-4
O=C(O)c1ccc(COc2ccccc2Cl)cc1
  0.97	-10	1.1	0	-15	-8	3	-3	-3
CC(=O)[C@@H]1[C@@H]2C(=O)N(C3CCCCC3)C(=O)[C@@H]2C2c3ccccc3C=CN21 (some centres not stated)
  0.99	12	0.88	x	-5	0	1	-2	0
CN(C)/N=C/c1ccc(OS(=O)(=O)c2ccccc2)cc1
  1	0	1	2	13	-18	0	1	-7
COc1ccc(-n2cc(CNCCCn3ccnc3)c(-c3cccc(F)c3)n2)cc1
  0.97	-28	1.3	-1	3	-9	2	-6	-6
Cc1cccc(NC(=O)Nc2ccc(Cl)c(Cl)c2)n1
  1.2	-5	1.1	1	12	6	-18	-3	4
CCN1CCN(CC(=O)c2cc(OC)c(OC)c(OC)c2)CC1
  0.91	-13	1.1	0	11	-7	9	-1	-2
CN1CCN(Cc2c(C(=O)N/N=C/c3cccc(Br)c3)nnn2-c2nonc2N)CC1
  0.96	-7	1.1	3	14	-7	4	-7	-6
Cc1cc(/C=C2\SC(N)=NC2=O)c(C)n1-c1ccccc1
  0.94	-18	1.2	-22	10	-4	6	-4	11
O=C(N[C@@H](CO)C(=O)NCc1ccccc1)c1ccc(C(F)(F)F)cc1
  1	-5	1.1	3	3	17	-3	4	-1
CNc1oc(-c2ccco2)nc1C#N
  1.1	-18	1.2	-2	5	-10	-5	-3	-6

# Additional entries.
SMILES,mIAP activ,hIAP inh,hIAP act,SENP1 inh,NLRP3 yeast inh,APOBEC3G inh,mIAP block,MIN6 prolif,A3A deaminase
O=C(/C=C/Nc1ccccc1)c1ccc(Cl)cc1Cl,0.9,11,0.89,-26,8,1,10,-5,15
CCc1c(C(=O)N/N=C/c2sccc2C)nnn1-c1nonc1N,0.89,-18,1.2,-3,24,-7,11,1,-1
O=C1CC(c2cc3c(cc2Br)OCO3)C2=C(CCCC2=O)N1 (configuration not stated),1,14,0.86,0,11,-6,-2,-3,-3
CC(C)(C)C(=O)N1CCN(c2ccc(NC(=O)c3ccc4c(c3)OCCO4)cc2)CC1,0.97,-4,1,0,19,-8,3,-1,-5
CCCCOc1ccccc1N1CCN(CCCN2C(=O)C3CCCN3C2=O)CC1 (configuration not stated),0.99,-11,1.1,1,20,-8,0,-3,-3
N#Cc1ccc(CSc2nnc(-c3c[nH]c4ccccc34)n2-c2ccccc2)cc1,1.1,-13,1.1,2,18,-10,-15,-3,4
Cn1c(NC(=O)c2cccc(Cn3cc(Cl)cn3)c2)nc2ccccc21,0.96,-92,1.9,0,20,-6,4,-1,-3
CC1CCc2c(sc3nc(C(C)(C)C)nc(N4CCN(C(=O)CCl)CC4)c23)C1 (configuration not stated),1,4,0.96,2,14,-3,-2,-6,3
Cn1cnnc1SC/C(O)=C(\C#N)c1nc2ccccc2[nH]1,0.92,-4,1,-41,12,-3,8,-2,0
Cc1ccc(C(=O)N2NC(c3ccc(F)cc3)C3C(=O)N(c4ccc(C)c(C)c4)C(=O)C32)cc1 (configuration not stated),0.83,-9,1.1,0,3,0,17,-3,0
COC(=O)C(Cc1csc2ccc(Cl)cc12)NC(=O)c1ccc(Cl)cc1 (configuration not stated),1.1,9,0.91,1,16,4,-8,-2,2
CC(C(=O)Nc1ccccc1-c1ccccc1)N1CCCCC1 (configuration not stated),0.94,7,0.93,5,6,-1,6,4,16
CC[C@H](C)[C@H](NC(N)=O)C(=O)NCCc1ccc(Cl)cc1,1.1,-7,1.1,-1,2,-7,-12,1,3
c1ccc(CNc2nc(CN3CCOCC3)nc3scc(-c4ccccc4)c23)cc1,1,-6,1.1,-2,19,1,-4,-4,3
COc1ccc(/C(O)=C2/C(=O)C(=O)N(CCN(C)C)C2c2ccc(F)cc2)cc1Cl (configuration not stated),0.96,1,0.99,1,6,-2,4,0,-1
CCOC(=O)C1=C(CN2CCSCC2)NC(=O)NC1c1cc(C)ccc1C (configuration not stated),1,16,0.84,0,15,-6,-3,-2,-2
O=C(NCC(=O)N1CCOCC1)c1ccc(Br)cc1,0.94,0,1,1,20,-1,6,4,-2
Cc1ccccc1NC(=O)Cc1nc(COC(=O)c2ccc(S(C)(=O)=O)c([N+](=O)[O-])c2)cs1,0.9,14,0.86,-1,3,-8,10,-8,-4
CC(C)CN(CC(C)C)CC(O)CN(c1ccccc1)S(=O)(=O)c1ccccc1[N+](=O)[O-] (configuration not stated),0.88,12,0.88,2,9,-5,12,-4,0
COc1ccc(CC(=O)NCC2CCCN(Cc3ccc(F)cc3F)C2)cc1 (configuration not stated),0.98,16,0.84,-2,5,3,2,2,1
O=C(OCC(=O)N1CCN(c2ccc(F)cc2)CC1)c1cnc2ccccc2n1,1,-10,1.1,-2,12,-4,-1,-3,1
CC(C)=CC(=O)Nc1nnc(-c2ccc(F)cc2)s1,1.1,12,0.88,0,17,0,-7,-1,0
COc1ccc(N=C(N)SCc2ccccn2)cc1,1,9,0.91,-4,14,1,-1,0,-1
CNC(=O)c1ccsc1NC(=O)CCS(=O)(=O)c1ccc(C)cc1,0.72,-1,1,-1,12,-12,28,-4,-3
CCNC(=O)CN(C1CCCCC1)S(=O)(=O)c1ccc(F)cc1,1,2,0.98,2,6,-2,-1,1,-1
Cc1ccc(S(=O)(=O)/N=C(/Nc2cccc3ccccc23)c2ccc(F)cc2)cc1,0.99,-10,1.1,1,4,-2,1,5,1
O=C(Nc1ccc(Cl)c([N+](=O)[O-])c1)c1cnccn1,0.94,10,0.9,-2,4,0,6,-1,5
COc1cc(OC)c(C(=O)NCCCn2ccnc2)cc1OC,1.1,-5,1.1,3,-4,-10,-6,-2,3
CCc1ccc(S(=O)(=O)Nc2cc(SCC(=O)O)c(O)c3ccccc23)cc1,0.88,21,0.79,-1,-2,13,12,-6,3
O=Cc1c(N2CCCCC2)nc2ccccn2c1=O,0.9,8,0.92,-1,6,-3,10,0,1
COC(=O)c1cc(N2C(=O)C3C(C2=O)C2(C)C=CC3(C)O2)ccc1Cl (configuration not stated),1.1,-5,1.1,x,-13,23,-7,-4,-5
C/C(=N\NC(=O)C1COc2ccccc2O1)c1cccs1 (configuration not stated),0.95,-5,1,3,0,-7,5,3,-2
CCc1nnc(NS(=O)(=O)c2ccc(NC(=O)c3ccccc3OC)cc2)s1,0.92,-21,1.2,0,4,-4,8,0,-6
CN(Cc1cc(=O)n2ccsc2n1)c1ccccc1,0.94,10,0.9,-13,-3,-2,6,2,-1
N#C/C(=C\c1ccccc1O)C(=O)Nc1ccccn1,0.99,8,0.92,-64,1,-1,1,0,5
CCn1nc(C(=O)NCCc2ccc(S(N)(=O)=O)cc2)c2ccccc2c1=O,0.96,-12,1.1,-1,-12,-5,4,0,7
COCCNC(=O)CSc1nc2scc(-c3ccccc3)c2c(=O)[nH]1,0.97,-17,1.2,-14,-6,3,3,-2,9

# High-throughput results deposited in PubChem by Sanford-Burnham Center for Chemical Genomics.
